Bioassay records from PubChem BioAssay.
TDP2 absorb – blocks human TDP2 phosphodiesterase activity | recombinant TDP2, T5PNP hydrolysis, p-nitrophenol absorbance 415 nm | inhibition, % at 12.8 µM | 370,000 compounds, 0.34% hits | AID 720702;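 active = inhibition above the mean of all tested compounds plus 3 SD, set per campaign, cut at about 25% in these data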;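 also: 0% = DMSO with enzyme and 100% = buffer with substrate but no TDP2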
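Evaluation: % inhibition relative to enzyme-containing and enzyme-free wells. Material: recombinant human TDP2. Benchmarks: enzyme-free and DMSO wells. Timing: enzyme reaction with compound for 2 h at 37 °C. Compound dosing: 12.8 µM only. Measured by: p-Nitrophenol epi absorbance. Reagent: T5PNP substrate at 5 mM, a TopII-DNA adduct mimic. Replication: single well per compound.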
rCAG RNA binder – binds r(CAG) RNA repeats; r(CAG) RNA repeat, TO-PRO-1 dye displacement fluorescence; 370,000 compounds, 1.3% hits; inhibition, % at 3 µM; AID 651821;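 active = inhibition above the plate cutoff, the mean of all test compounds on that plate plus 3 SD, cut at about 35% in these data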;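 also: 0% = DMSO alone and 100% = 100 µM mitoxantrone as full dye displacement; higher means more dye released from RNA so lower well fluorescence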
PG9 Ab binder – binds the HIV-1 gp120 antibody PG9. TR-FRET gp120-PG9 antibody binding. inhibition, % at 6.7 µM. 360,000 compounds, 0.43% hits; in the data active = inhibition above about 8.5%
PRMT1 inh – inhibitors of human PRMT1 | inhibition, % at 2.79 µM | recombinant PRMT1, activity-based probe fluorescence polarization | Q99873 | 370,000 compounds, 1.3% hits;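 active = inhibition above about 21% made by adding two undisclosed values, limit read from the data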
HTRA1 inhibitor – blocks human HTRA1 serine peptidase. Q92743. recombinant HTRA1, FP-rhodamine activity-based probe, fluorescence polarization. inhibition, % at 5.96 µM. 340,000 compounds, 0.5% hits. AID 504803; in the data active = inhibition above about 36%;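 also: 0% = enzyme with DMSO and 100% = wells lacking enzyme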
mABHD4 FP – inhibitors of mouse ABHD4. inhibition, % at 8.92 µM. AID 720543. 370,000 compounds, 0.54% hits. purified mABHD4, FP-Rh probe fluorescence polarization. Q8VD66;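 active = inhibition exceeding the mean over every tested compound plus 3 SD, cut at about 30% in these data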;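 also: 0% = plate median of compound wells and 100% = S159A mutant with DMSO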
Target sequence (Q8VD66 whole entry, looked up): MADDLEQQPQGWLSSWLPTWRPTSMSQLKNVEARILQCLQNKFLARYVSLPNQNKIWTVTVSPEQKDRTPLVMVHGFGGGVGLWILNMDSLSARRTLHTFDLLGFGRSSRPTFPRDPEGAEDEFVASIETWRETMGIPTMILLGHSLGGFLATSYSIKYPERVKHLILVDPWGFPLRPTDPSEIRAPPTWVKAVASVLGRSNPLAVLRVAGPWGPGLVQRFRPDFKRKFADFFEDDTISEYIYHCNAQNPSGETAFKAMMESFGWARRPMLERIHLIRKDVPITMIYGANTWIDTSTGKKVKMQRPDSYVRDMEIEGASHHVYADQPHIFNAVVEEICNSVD
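Assay system: wild-type mouse ABHD4 protein; compound: single nominal dose of 8.92 µM, 0.89% DMSO final; schedule: 45 min + 60 min at 25 °C; measured by: FP readout, ex 525 nm / em 598 nm; evaluation: % inhibition of FP-Rh probe binding versus controls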
TCR-CD3 inh – human TCR-CD3 binding inhibition; TAMRA-labeled TCR probe fluorescence, biochemical; inhibition, % at 9.4 µM; 360,000 compounds, 0.37% hits; in the data active = inhibition above about 19%;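 also: recombinant mutant TCR 2C K166C tagged with TAMRA read by polarization; 0% = receptor in buffer alone and 100% = receptor with positive control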
NR1D1 modulator – modulators of human Rev-erb alpha DNA binding; P20393; Rev-erbα–FITC-DNA binding, fluorescence polarization, 90 min; activity, % at 10 µM; 370,000 compounds, 0.79% hits; AID 1259318;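 active = activity above about 14%, limit read from the data; passing the limit was not always enough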;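 also: 0% = DMSO wells with 35 nM protein and 100% = DMSO wells with 750 nM protein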
Target sequence (P20393 whole entry, looked up): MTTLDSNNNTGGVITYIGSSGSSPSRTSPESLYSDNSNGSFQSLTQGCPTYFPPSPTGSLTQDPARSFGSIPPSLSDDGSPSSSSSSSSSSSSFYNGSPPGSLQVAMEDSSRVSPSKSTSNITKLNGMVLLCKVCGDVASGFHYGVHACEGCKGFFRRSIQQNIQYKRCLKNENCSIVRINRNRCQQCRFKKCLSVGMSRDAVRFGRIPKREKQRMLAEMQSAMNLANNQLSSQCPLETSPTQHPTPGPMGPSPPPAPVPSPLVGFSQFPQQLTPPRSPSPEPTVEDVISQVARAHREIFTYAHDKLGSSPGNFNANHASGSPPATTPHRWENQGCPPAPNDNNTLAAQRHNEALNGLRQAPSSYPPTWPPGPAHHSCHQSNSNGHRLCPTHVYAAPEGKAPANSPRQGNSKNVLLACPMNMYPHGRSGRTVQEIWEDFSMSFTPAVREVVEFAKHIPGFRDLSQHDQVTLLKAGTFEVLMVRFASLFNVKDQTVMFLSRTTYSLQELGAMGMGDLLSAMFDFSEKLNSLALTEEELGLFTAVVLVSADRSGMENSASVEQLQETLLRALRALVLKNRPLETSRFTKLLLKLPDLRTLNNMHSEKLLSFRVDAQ
SIAE inh – blocks human sialic acid acetylesterase | 370,000 compounds, 0.69% hits | Q9HAT2 | inhibition, % at 9.66 µM | SIAE FP-Rh probe binding, fluorescence polarization;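 active = inhibition above a cutoff: mean of compounds within the control limits plus 3 SD of those, cut at about 17% in these data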;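 also: 0% = plate median of compound wells and 100% = probe without SIAE protein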
LEDGF integ inh – blocks HIV-1 LEDGF/p75-dependent DNA integration | TR-FRET IN-LEDGF/p75 DNA integration, Eu/Cy5 | 370,000 compounds, 0.64% hits | inhibition, % at 3.7 µM;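 active = inhibition above the screen-wide mean plus 3 SD, cut at about 13% in these data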;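 also: signal is the Cy5 over europium emission ratio at 671 and 618 nm; 0% = plate median of compound wells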
* = called active by the depositor; . = not tested or not shown. These rows are one share of the data; the hit share may differ from the screen's.

SMILES | TDP2 absorb | rCAG RNA binder | PG9 Ab binder | PRMT1 inh | HTRA1 inhibitor | mABHD4 FP | TCR-CD3 inh | NR1D1 modulator | SIAE inh | LEDGF integ inh
O=C(O)c1cscn1 | -2 | -1 | 2.5 | 2 | 0 | 10 | 1 | -4 | -4 | -3
COc1ccc(OCC(O)CN2CCCCC2)cc1 (configuration not stated) | -6 | 0 | 1.5 | 4 | -2 | -15 | -4 | 0 | -2 | 6
Cc1sc2ncnc(N3CCC(C(=O)Nc4sc5c(c4C(N)=O)CCC(C)C5)CC3)c2c1C (configuration not stated) | -13 | 5 | 0.7 | 0 | -5 | -2 | -12 | 6 | -3 | 1
Cc1noc(C)c1CSc1nnc(-c2ccccc2)o1 | 5 | -5 | -1.8 | 0 | 5 | -5 | 2 | -2 | -7 | 2
Cc1ccc(C)c(N(CC(=O)N2CCCC2)S(C)(=O)=O)c1 | 8 | 3 | 1.6 | 0 | 5 | -2 | 0 | 1 | -10 | -1
COc1ccc(-c2csc(C(C)(O)c3cccc(OC)c3)n2)cc1 (configuration not stated) | -8 | 3 | 0.7 | 1 | . | -18 | -3 | 4 | 3 | 22*
COc1ccc(-c2cc(C(=O)Nc3ccc(C(N)=O)cc3)c3ccccc3n2)cc1OC | 11 | 11 | 0.3 | -2 | -32 | -12 | 9 | 5 | -37 | 1
O=C(NCc1cccc2ccccc12)Nc1ccccc1 | -14 | 5 | -2.8 | -2 | -18 | -9 | 4 | -6 | -12 | 0
Cc1ccc2ccc(S(=O)(=O)NCc3ccccn3)cc2c1 | -2 | 4 | -0.4 | 3 | -1 | -4 | -5 | -5 | -5 | -2
Cc1cc(C)c2c(CN(Cc3ccccc3)Cc3ccccc3)cc(=O)oc2c1 | 8 | 5 | 0.9 | 0 | . | -7 | -3 | 9 | -9 | -4
COc1ccc(/C=C(/NC(=O)c2ccco2)C(=O)Nc2ccc(C(C)=O)cc2)cc1 | -9 | 2 | -2.3 | 2 | 6 | -1 | 0 | 8 | 3 | -2
CCCn1c(=O)c(/C(N)=N/O)nn(-c2cccc(C(F)(F)F)c2)c1=O | -8 | -2 | -0.9 | 7 | -4 | 3 | -2 | -4 | 0 | 1
O=C(c1cc(COc2ccc(F)cc2F)on1)N1C[C@H]2CC[C@H]1C2 | -4 | -5 | -2.5 | -3 | -2 | 9 | 8 | -6 | -4 | 1
Cc1ccc(/C=C(\NC(=O)c2ccc(C)cc2)c2nc(=S)[nH][nH]2)cc1 | -12 | 25 | -3.3 | 4 | -36 | -26 | 7 | . | -5 | -1
Cc1c(NC(=O)c2ccccc2NS(=O)(=O)c2ccc(F)cc2)c(=O)n(-c2ccccc2)n1C | -5 | 16 | -1.3 | -2 | -8 | 4 | 2 | 5 | -1 | 2
CC(=O)Nc1cccc(OCCCNC(=O)c2ccc(C(C)(C)C)cc2)c1 | -5 | -3 | 0.1 | 0 | . | -15 | 6 | -1 | -3 | -1
Cc1nnc(SCC(=O)N2c3ccccc3CC2C)[nH]c1=O (configuration not stated) | -12 | 4 | -1.6 | -3 | 0 | -10 | 1 | -3 | -7 | 1
CC(=O)c1cc2c(cc1NC(=O)Cn1nc(-c3ccc(F)cc3)ccc1=O)OCO2 | -13 | -2 | -0.5 | -4 | -10 | 1 | -2 | 1 | 3 | 6
C=COCCNC(=S)Nc1ccccc1 | -3 | -1 | -2.3 | -1 | -1 | 4 | 2 | 4 | 0 | 4
COc1ccc(Cc2nc3ccc(C(=O)NCCc4ccncc4)cc3o2)cc1OC | 6 | -6 | 0.5 | -1 | 9 | 1 | 13 | -2 | 7 | 3
CCOC(=O)C(=O)Nc1ccccc1C(=O)NCc1ccccc1 | -3 | -5 | 0.9 | 2 | 5 | 1 | 0 | 6 | -4 | -3
NC(=S)NC(=O)/C=C/c1ccccc1 | -12 | 0 | -5.2 | -2 | -3 | -8 | 0 | -3 | -5 | -3
CSc1ncccc1C(=O)NNC(=O)c1csc(N2CCOCC2)n1 | 3 | 2 | 1.5 | -2 | 7 | -2 | 5 | -9 | 1 | -1
NC(=S)N=Nc1ccc(NN=C(N)N)cc1 | 6 | 4 | -3.1 | 12 | 8 | 7 | 10 | -5 | 8 | 4
Cn1cc(/C=C2\SC(=O)NC2=S)c2ccccc21 | 4 | 40* | -9.3 | 28* | 16 | 9 | -4 | 27* | 4 | -4

Reprinted from the part before: two compounds, followed by the next part.
SMILES | TDP2 absorb | rCAG RNA binder | PG9 Ab binder | PRMT1 inh | HTRA1 inhibitor | mABHD4 FP | TCR-CD3 inh | NR1D1 modulator | SIAE inh | LEDGF integ inh
NC(=S)N=Nc1ccc(NN=C(N)N)cc1 | 6 | 4 | -3.1 | 12 | 8 | 7 | 10 | -5 | 8 | 4
Cn1cc(/C=C2\SC(=O)NC2=S)c2ccccc21 | 4 | 40* | -9.3 | 28* | 16 | 9 | -4 | 27* | 4 | -4
Cc1ccc(NC(=S)NNC(=O)c2ccco2)cc1 | 8 | 2 | -1.9 | 0 | 1 | 3 | 7 | 0 | 2 | 2
COc1ccc(CCNC(=O)c2ccc(CNS(=O)(=O)c3ccc(C(C)(C)C)cc3)cc2)cc1OC | -4 | 10 | 0.5 | 3 | -6 | -4 | -4 | -1 | 7 | 4
CC1=C(N2CCCCC2)CCC1=O | -1 | 4 | 0.9 | -2 | -3 | 1 | 0 | 1 | -10 | 1
CN(C)CCCN(Cc1cc2cc3c(cc2[nH]c1=O)OCO3)C(=S)NCc1ccco1 | 6 | 0 | -2.6 | 0 | 4 | 0 | 10 | -6 | 3 | -1
CC(Cc1ccccc1)C(=O)N(C)Cc1cccnc1 (configuration not stated) | 9 | 0 | 0.7 | 0 | 4 | 7 | -4 | 1 | 6 | -1
COc1ccc(N2CC(NC(=O)Nc3ccccc3)CC2=O)cc1 (configuration not stated) | 2 | -1 | 0.8 | 3 | 2 | 2 | 1 | -6 | -5 | -2
CN(C)c1ccc(C(=O)c2ccc(N(C)C)c3ccccc23)cc1 | 0 | 0 | 1.8 | 0 | -14 | 15 | -4 | 6 | 5 | 0
O=C1OC(c2ccccc2)=NC12CC2c1ccc(Cl)cc1 (configuration not stated) | -13 | 3 | 1.9 | -1 | 8 | -1 | -2 | -1 | 23* | 2
O=C(c1cccnc1)N1CCC(c2nc3ccccc3[nH]2)CC1 | 5 | -1 | 0.3 | 0 | . | 2 | 2 | 1 | -4 | 0
CC(=O)Oc1ccc(C(=O)Nc2cccc(C(=O)NC(C)(C)C)c2)cc1 | -7 | -2 | -4.0 | 7 | 22 | 5 | 11 | -6 | -4 | 0
O=C1/C(=C/c2ccncc2)SC(=S)N1C1CCS(=O)(=O)C1 (configuration not stated) | 0 | 1 | -1.2 | 8 | 1 | 5 | -5 | 4 | 2 | 2
COC(=O)C[C@H]1c2ccccc2S(=O)(=O)N1Cc1ccc(OC)cc1 | 5 | -5 | -1.5 | 1 | -2 | 2 | 4 | -5 | -3 | 0
O=C(NCCCN1CCOCC1)[C@@H]1CSC2c3ccccc3C(=O)N21 (some centres not stated) | 5 | 1 | -1.9 | 1 | -2 | -4 | 5 | -3 | 3 | -2
CCOC(=O)CNC(=O)CSc1ccc2nnc(-c3cccnc3)n2n1 | 0 | 1 | -2.0 | -3 | 6 | -1 | 2 | 3 | 1 | -4
CCCCc1c(-c2ccccc2OC)ncn1Cc1ccc(Cl)cc1 | -4 | -1 | -1.0 | 2 | . | 3 | 11 | -4 | 3 | 3
CCc1ccc(N2CC(O)(c3cccs3)[N+]3=C2SCCC3)cc1 (configuration not stated) | -3 | 1 | 0.7 | 2 | -6 | 9 | 4 | -3 | 0 | -2
COc1ccc(C(C(=O)NC2CCCC2)N(Cc2ccccc2)C(=O)CNC(=O)c2ccco2)cc1 (configuration not stated) | 0 | -7 | -0.2 | -4 | -10 | 5 | 7 | 2 | 1 | 0
Cc1ccc(C)c(CSc2nnc(-c3cccs3)n2Cc2ccco2)c1 | 1 | -7 | 0.4 | -2 | -23 | -7 | 4 | 0 | -1 | -3
Cc1ccc(S(=O)(=O)N2CCC(NC(=O)c3cccnc3)CC2)cc1Cl | 3 | 0 | 0.2 | 3 | 3 | 3 | 0 | -1 | 10 | -3
O=C(NNc1c2ccccc2nc2ccccc12)c1cccc(O)c1 | -11 | 6 | -12 | -1 | 18 | 20 | 0 | 20* | 18* | 4
CCc1nc2ccc(C(=O)Nc3cc(-c4ccccc4)ccc3OC)cn2c1N(C)Cc1ccc(Cl)cc1 | -13 | 7 | -0.5 | -4 | . | 4 | -1 | 1 | -4 | 5
CC(=O)NC1CC2CCCC(C1)N2C(=O)Nc1c(C)cccc1C (configuration not stated) | -4 | 2 | 0.9 | -2 | -1 | -8 | 0 | -1 | 2 | 2
CC(NC(=O)CN(C)CC(=O)Nc1ccc(F)c(F)c1F)c1ccccc1 (configuration not stated) | 8 | -4 | 0.9 | -1 | 5 | -3 | -13 | 3 | 6 | 0
Cc1cc(N)n(-c2ccc(Oc3ccccc3)c(S(=O)(=O)O)c2)n1 | 5 | 59* | 4.3 | 2 | -5 | 14 | 4 | -6 | 3 | -1
CCCCOc1ccc(-c2c(C#N)c(N)[nH]c(=S)c2C#N)cc1 | -5 | 32 | -0.2 | 18 | . | 3 | 1 | 0 | 1 | 0

The list continues:
SMILES | TDP2 absorb | rCAG RNA binder | PG9 Ab binder | PRMT1 inh | HTRA1 inhibitor | mABHD4 FP | TCR-CD3 inh | NR1D1 modulator | SIAE inh | LEDGF integ inh
O=C1c2ccccc2C(=O)N1c1ncn[nH]1 | 3 | 4 | -0.5 | -4 | 3 | -5 | 2 | 8 | 5 | 2
COC(=O)c1ccc(S(=O)(=O)NCc2ccc(OC)cc2)n1C | 1 | -3 | -0.9 | 4 | 0 | -16 | -5 | 0 | -10 | -5
O=C(c1cnc2sccn2c1=O)N(Cc1ccccc1)c1ccccn1 | -6 | 1 | 0.1 | 7 | 2 | -3 | -4 | 1 | 6 | -3
COc1ccc(OCC(=O)Nc2ccc(NC(=O)c3cccs3)cc2)cc1 | -9 | 11 | 0.2 | -5 | -14 | -4 | 6 | -2 | 2 | 6
COc1cc(Cl)c(C)cc1NC(=O)COC(=O)c1cc[n+]([O-])cc1 | 4 | 0 | -0.5 | -2 | 0 | -2 | 4 | -5 | 5 | 3
Cc1ccc(C2CN(c3ccccc3)CC2C(=O)c2ccc(F)cc2)cc1 (configuration not stated) | 4 | 3 | 0.7 | 1 | -14 | 6 | -8 | 2 | -6 | -1
CC(C)Oc1ccc(F)cc1-c1cc(C(=O)NCc2cc(C(F)(F)F)cc(C(F)(F)F)c2)[nH]n1 | 5 | -1 | 0.6 | -3 | . | 0 | 2 | 8 | -50 | 2
CC(=O)N1Cc2cc(C(=O)NCC(F)(F)F)nc(-c3cccc(-c4cc5ccccc5o4)c3)c2[C@H]1CCO | -9 | 5 | 0.5 | 0 | . | 3 | -7 | 5 | -3 | 0
CCOC(=O)CCCCCC(=O)Nc1ccc2c(c1)C(=O)N([C@@H](C)CO)C[C@H](C)[C@H](CN(C)S(=O)(=O)c1ccc(OC)cc1)OCCCC[C@H](C)O2 | 10 | 5 | -1.1 | -3 | -8 | 11 | -2 | -2 | 7 | 0
